# Ins promoter up – MIN6 insulin promoter up-regulation | MIN6 insulin promoter-GFP reporter, high-content imaging; active compounds read high | z-score at 5 µM | actives 0.3% (n = 190,000) | AID 1625;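 active = z-score above 3 at 5 µM with at least 500 cells counted in the well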
# bCat nuc transl – alters nuclear translocation of beta-catenin in HeLa cells | immunofluorescence imaging | nuclear translocation activity, % at 5 µM | actives 0.3% (n = 190,000) | AID 1665;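 active = nuclear translocation activity above 50% at 5 µM, with a well cell count of 50 or more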;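 note: per-cell ratio of nuclear to cytoplasmic median beta-catenin stain intensity; plate controls were DMSO negative control for no effect and GSK-3 inhibitor IX positive control for full effect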
#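 Assay system: human HeLa cells, native beta-catenin; doses: 5 µM primary, 0.02–20 µM confirmation; incubation: compound treatment 24 h, 37°C, 5% CO2; technique: fluorescence imaging of beta-catenin antibody stain plus DAPI; measure: % activation, nuclear-to-cytoplasmic median beta-catenin signal ratio per cell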
# Autophagy HCS – alters autophagy in cells. MEF GFP-LC3 puncta imaging; test concentration mostly 10 µM. calls only at 10 µM (by protocol). actives 0.98% (n = 190,000). AID 463193;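 active = percentage of spot-positive cells more than 3 SD above its plate mean, without a fluorescence outlier flag or 80% toxicity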;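 note: spot-positive cell cutoff set from DMSO-treated cells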
# P. falciparum M1AAP – malaria alanyl aminopeptidase activity blockers – biochemical, fluorogenic H-Leu-NHMec substrate, 1536-well (AID 1445) | actives 0.42% (n = 220,000) | inhibition, % at 30 µM; hits with a dose series show IC50 in µM | recombinant M1AAP, H-Leu-NHMec fluorogenic kinetic assay; higher % means a stronger effect;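 active = primary inhibition above the hit cutoff, then over 50% inhibition at one or more dose response concentrations, cut at about 23% in these data, passing the limit was not always enough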;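 note: plate controls were DMSO full reaction for no effect and no enzyme background for full effect; strong numbers were not always called active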
# UTI89 phage lysis – inhibition of K1F phage lysis, E. coli UTI89, bacterial capsule biogenesis inhibitors, alamar blue (AID 488966) | actives 0.02% (n = 340,000) | inhibition, % at 100 µM; hits with a dose series show IC50 in µM | E. coli UTI89 K1F phage lysis, alamar blue, 2 h; higher % means a stronger effect;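 active = phage lysis inhibition, versus mean bacterial control, above a set limit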;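 note: capsule biogenesis inhibitors block K1F phage lysis so surviving cells raise fluorescence; higher fluorescence means more inhibition of phage lysis; actives were called in the ten point dose series up to 300 µM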
# Dynein cargo inh – dynein cargo transport inhibition; actives 0.47% (n = 220,000); 3617.4 mouse cells, GR-EGFP nuclear translocation imaging; test concentration mostly 20 µM; stimulated with dexamethasone, 1 µM; active compounds read low; z-score, hits read low;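 active = plate z-score of nuclear minus cytoplasmic receptor signal below a set negative limit, without overly bright fluorescence or cell loss, cut at about -3.5 in these data, passing the limit was not always enough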;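 note: z-score of nuclear minus cytoplasmic ring GR-EGFP intensity difference per well; some compounds called inactive have numbers as strong as hits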
#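 Buffer or medium: tet-free, stripped-serum medium; Also added: dexamethasone, 1.0 µM final; Technique: high-content fluorescence imaging after fixation; Times: 48 h induction, 1 h compound, 30 min dex at 37 °C; Read-out: per-cell GR-EGFP intensity, nucleus versus surrounding cytoplasmic ring, well-averaged.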
# ER stress rescue – protection against thapsigargin-triggered cell killing – 384-well, CSM14.1, ATP luminescence, primary screen (AID 1222); CSM14.1 thapsigargin-induced death rescue, ATP luminescence; higher % means a stronger effect; cellular ATP content (survival), % at 20 µM; hits with a dose series show EC50 in µM; 190,000 tested, under 10 active;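 active = EC50 below 50 µM in the dose-response confirmation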;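 note: death triggered by thapsigargin at about 15 µM added after 2 h compound pretreatment; cell ATP read after overnight thapsigargin exposure of roughly 18 to 22 hours; normalized against plate controls of thapsigargin alone and 5% DMSO vehicle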
# P. falciparum M17LAP – P. falciparum M17LAP inhibitors, primary screen, biochemical, fluorogenic H-Leu-NHMec substrate, 1536-well (AID 1619); recombinant M17LAP, H-Leu-NHMec fluorogenic kinetic assay; higher % means a stronger effect; inhibition, % at 30 µM, or IC50 in µM where a hit was titrated; actives 0.38% (n = 220,000);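 active = compound inhibiting the enzyme by more than half at any dose during confirmatory dose-response retesting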;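 note: plate controls were full reaction with DMSO carrier for no effect and no enzyme background for full effect; strong numbers were not always called active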
# MT stabilizer – stabilizes microtubules in HeLa cells | HeLa tubulin immunostaining HCS, 24 h; share of cells brighter than vehicle mean+2SD | % tubulin-high responders, % at 10 µM | actives 0.83% (n = 200,000);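 active = plate Z-score above 3 for both tubulin-high and condensed-nucleus cell shares, with cell loss under 80%, at 10 µM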;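 note: anti alpha tubulin signal scored within the nucleus-defined area of each cell; some results filed as inactive read as strong as hits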
# Dynein cargo inh cytoplasmic EGFP – recorded beside Dynein cargo inh, whose call it bears; z-score; measured here: cytoplasmic GR-EGFP intensity; active compounds read high
# Dynein cargo inh nuclear GR-EGFP – recorded beside Dynein cargo inh, whose call it bears; z-score; measured here: nuclear GR-EGFP intensity;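 lower value marks the stronger effect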
# Dynein cargo inh cell count – recorded beside Dynein cargo inh, whose call it bears; z-score; measured here: cell count per field
# Ins promoter up cell count – second read-out of Ins promoter up, no call of its own (marks repeat the call); cell count; measured here: cytotoxicity, nuclei count;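 total cells summed across four imaged fields per well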
# bCat nuc transl cell count 5 µM – further read-out of bCat nuc transl, marked with its call; cell count; measured here: cell count, cytotoxicity flag
# MT stabilizer Hoechst-high % – second read-out of MT stabilizer, no call of its own (marks repeat the call); % Hoechst-high responders; measured here: nuclear condensation Hoechst responders;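 share of cells brighter than vehicle mean plus two SD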
# MT stabilizer cytotoxicity % – recorded beside MT stabilizer, whose call it bears; toxicity, %; measured here: cytotoxicity by cell density;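 0% = mean cell density of plate MIN control wells and 100% = no cells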
# Autophagy HCS cell loss 18 h – further read-out of Autophagy HCS, marked with its call; toxicity, %; measured here: cell loss, nuclei count;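 cell loss after 18 h compound exposure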
# The depositor's hits bear a star; i = inactive; x = no result given. Compounds as they come. Share with any hit: about 2.9%.
compound	bCat nuc transl	Autophagy HCS	Ins promoter up	Dynein cargo inh	Dynein cargo inh cell count	Dynein cargo inh nuclear GR-EGFP	MT stabilizer Hoechst-high %	MT stabilizer cytotoxicity %	P. falciparum M1AAP	Autophagy HCS cell loss 18 h	P. falciparum M17LAP	UTI89 phage lysis	Ins promoter up cell count	MT stabilizer	ER stress rescue	Dynein cargo inh cytoplasmic EGFP	bCat nuc transl cell count 5 µM
Cc1cc(C)c(C(=O)COC(=O)c2ccc([N+](=O)[O-])o2)cc1C	-1.0	i	0.21	-1.3	-0.26	-0.67	2.6	7.7	3%	-5	4%	-6.3%	1045	1.6	1.1%	-0.079	1124
O=C(NCc1cccnc1)c1cc(-c2ccccc2)on1	x	i	0	-0.15	1.2	-0.28	1.8	1.8	1%	-8	-3%	0.3%	1238	4.3	-0.2%	-0.28	x
COc1ccc(Cn2c(SCc3ccc(C)cc3)nc3cc(OC)c(OC)cc3c2=N)cc1Cl	-0.9	i	-0.78	0.2	-1.4	0.43	1.3	79	3%	9	-10%	-0.3%	841	5.1	-0.7%	-0.12	1062
CCCCc1c(O)nc(SCC(=O)c2ccccc2)n(-c2ccccc2C)c1=O	1.9	x	-0.47	-0.91	1.2	-0.45	x	x	1%	x	16%	-1.3%	1484	x	x	-0.18	1230
Cc1cc(N2CCOCC2)nc(SCc2ccc(Cl)cc2Cl)n1	x	i	x	-0.84	-0.11	-0.49	2.1	5.9	8%	28	-3%	0.1%	x	2.2	4.7%	-0.091	x
Cc1ccccc1NC(=O)Nc1cccs1	x	i	-1.4	0.64	-0.048	0.61	2.1	7.4	1%	-1	3%	-0.7%	1009	5.0	-1.9%	-0.18	x
CCOC(=O)CSc1nnc([C@H](Cc2ccccc2)NC(=O)OC(C)(C)C)o1	-6.6	i	0.84	0.21	0.3	0.1	1.1	6.5	-3%	1	8%	-0.2%	1147	2.4	-3.4%	-0.2	859
CCCCN(Cc1cc2cc(OC)ccc2[nH]c1=O)C(=O)COc1ccccc1	x	i	x	-0.66	0.17	-0.064	0.6	39	x	6	x	0.1%	x	2.5	x	-0.21	x
Cc1ccccc1CCN(C(=O)Cn1nnc2ccccc21)C(C(=O)NC(C)(C)C)c1ccsc1 (stereo unspecified)	-2.2	i	0.06	-0.15	0.41	-0.6	1.7	2.5	6%	-4	2%	1.1%	1941	1.2	-0.5%	-0.18	1076
O=C(O)c1c(-c2ccccc2)c(-c2ccccc2)nc2ccccc12	-5.8	i	0.6	0.34	0.7	0.66	3.1	6.6	9%	0	9%	0.2%	1670	3.7	-1.6%	-0.33	1063
COc1cc(C)nc(NC(=O)COc2ccc(Cl)cc2C)n1	x	i	1.9	1.5	0.38	0.62	2.0	3.6	12%	5	2%	1.1%	1286	1.7	-1.2%	-0.18	x
O=C(O)c1cccc(Cn2cc(Cl)cn2)c1	0.0	i	2.2	0.49	-0.62	0.3	2.1	4.0	-4%	12	-5%	3.6%	1029	4.8	-0.6%	-0.28	1142
NC(=O)c1cccnc1Nc1ccccc1F	2.8	i	-0.21	-1.2	0.76	-0.8	3.9	4.1	15%	10	21%	-0.2%	1134	1.7	-0.5%	-0.068	520
Cc1cc(C)nc(SCC(=O)c2cc3ccccc3oc2=O)n1	x	i	0.28	1.8	-2.5	3.4	2.3	4.0	5%	-5	18%	0.5%	1262	3.3	-3.1%	0.079	x
CCCc1ccc(C(=O)/C=C/N(C)C)cc1	4.1	i	-1	0.072	0.17	0.3	3.1	6.6	7%	23	17%	0.1%	1377	2.4	-3.8%	0.52	959
CC(=O)Nc1cc2nn(-c3ccccc3)nc2cc1Cl	-1.2	i	-0.43	-1	1.8	-0.57	2.5	13	4%	-7	0%	1.9%	1283	4.4	-2.2%	-0.23	1073
CCn1c(O)c(C=NC2CCCC(C)C2C)sc1=S (stereo unspecified)	0.0	x	-0.7	0.75	-0.63	0.37	x	x	2%	x	2%	0.9%	1556	x	x	-0.15	1122
COc1ccc2[nH]c3c(c2c1)CCn1c-3nc2ccccc2c1=O	1.4	i	-0.32	0.28	0.24	0.46	1.8	3.4	4%	-9	-3%	1.9%	1265	3.0	-1.9%	0.064	1150
O=C(CNC(=O)c1cccs1)OCC(=O)c1ccc(Cl)cc1	-0.8	i	x	-0.81	1.1	-0.58	1.6	5.3	0%	8	-2%	0.2%	x	2.6	0.3%	-0.26	1098
CCC(=O)Nc1ccc(C(=O)n2nc(C)cc2C)cc1	-3.0	i	0.62	3.3	-1.5	1.8	2.7	1.6	5%	5	-5%	0.3%	1224	3.6	-0.2%	-0.18	912
CCn1cc(C=C2C(=O)c3ccccc3C2=O)c2ccccc21	-3.5	i	0.48	-3.1	1.6	-0.54	2.4	6.2	4%	-6	26%	0.2%	1315	3.4	-2.0%	3.2	1131
Cc1ccc(CNc2cc(-c3nn4c(C)nnc4s3)ccc2C)s1	-1.3	i	-0.58	0.62	-0.53	0.24	2.2	9.0	0%	-5	-5%	7.7%	1144	3.1	3.0%	-0.22	868
Cc1cc(C)nc(NC(=NCCc2c[nH]c3ccccc23)NC(=O)Nc2ccc(Cl)cc2)n1	2.1	i	-1.1	-0.18	0.58	0.1	5.1	5.6	-3%	22	9%	1.9%	1250	4.8	2.0%	-0.24	1036
COC(=O)c1cccc(OCC(O)Cn2ccnc2)c1 (stereo unspecified)	-10	i	0.2	1.9	-0.83	1.6	2.1	6.4	-3%	9	-2%	0.1%	1520	4.2	-1.8%	0.14	992
Cc1cccc(NC(=O)CCN2CC(C)OC(C)C2)c1 (stereo unspecified)	0.1	i	x	0.91	-0.087	0.43	4.7	6.9	-2%	4	-3%	0.2%	x	5.4	-0.2%	-0.34	1157

# One compound at a time, as listed above. Values in the order: bCat nuc transl	Autophagy HCS	Ins promoter up	Dynein cargo inh	Dynein cargo inh cell count	Dynein cargo inh nuclear GR-EGFP	MT stabilizer Hoechst-high %	MT stabilizer cytotoxicity %	P. falciparum M1AAP	Autophagy HCS cell loss 18 h	P. falciparum M17LAP	UTI89 phage lysis	Ins promoter up cell count	MT stabilizer	ER stress rescue	Dynein cargo inh cytoplasmic EGFP	bCat nuc transl cell count 5 µM
# `COc1cc(C)nc(NC(=O)COc2ccc(Cl)cc2C)n1` reads x	i	1.9	1.5	0.38	0.62	2.0	3.6	12%	5	2%	1.1%	1286	1.7	-1.2%	-0.18	x
# `COC(=O)c1cccc(OCC(O)Cn2ccnc2)c1` (stereo unspecified) reads -10	i	0.2	1.9	-0.83	1.6	2.1	6.4	-3%	9	-2%	0.1%	1520	4.2	-1.8%	0.14	992

# Carrying on:
compound	bCat nuc transl	Autophagy HCS	Ins promoter up	Dynein cargo inh	Dynein cargo inh cell count	Dynein cargo inh nuclear GR-EGFP	MT stabilizer Hoechst-high %	MT stabilizer cytotoxicity %	P. falciparum M1AAP	Autophagy HCS cell loss 18 h	P. falciparum M17LAP	UTI89 phage lysis	Ins promoter up cell count	MT stabilizer	ER stress rescue	Dynein cargo inh cytoplasmic EGFP	bCat nuc transl cell count 5 µM
Cc1ccc(-n2c(C)nn(-c3ncc(C(F)(F)F)cc3Cl)c2=O)cc1	-0.4	i	0.7	-0.026	0.64	-0.078	2.1	7.0	-4%	0	11%	4.1%	900	3.2	3.7%	-0.21	1077
COc1ccc(N2CCN(CC(=O)Nc3ccc(SC(F)F)cc3)CC2)cc1	-3.7	i	0.26	0.33	-0.73	0.095	1.3	9.3	9%	2	3%	-0.2%	1583	5.7	-1.0%	-0.11	1082
COC(=O)c1ccccc1-c1ccc(/C=N/Nc2nc(N3CCCC3)nc(N3CCCC3)n2)o1	1.9	x	-0.18	0.046	0.3	0.16	x	x	14%	x	5%	-2.3%	1057	x	x	-0.19	1259
CSc1nsc(SCC(=O)Nc2ccc3c(c2)OCCO3)n1	-4.5	i	-0.05	0.84	-1	0.95	2.1	8.4	-1%	-13	8%	-0.4%	1125	4.6	-3.4%	0.13	1193
CC(C)(C)c1nc2ccccc2[nH]1	x	i	1.4	1.2	-0.73	0.57	1.1	5.0	7%	1	-1%	0.2%	865	1.6	-0.1%	-0.27	x
Cc1cc(C(F)(F)F)nc(SCc2ccc(C(=O)O)o2)n1	-6.0	i	0.06	2	-2.1	0.96	4.3	7.7	7%	8	-5%	0.2%	1296	6.0	1.9%	-0.064	840
COc1ccc(CN(N=O)C2CC(=O)N(c3ccc(OC)cc3)C2=O)cc1 (stereo unspecified)	0.8	x	x	1.1	-0.73	0.54	x	x	-7%	x	4%	x	x	x	x	-0.28	1380
CCOC(=O)C1CCN(C(=O)C(C)c2ccc([N+](=O)[O-])cc2)CC1 (stereo unspecified)	-0.4	i	0.68	1.2	-0.39	0.95	2.0	2.2	1%	35	-1%	0.1%	1543	1.8	1.1%	-0.26	1105
CS(=O)(=O)N(Cc1ccc(Cl)cc1)c1ccc(C(=O)NCCC2=CCCCC2)cc1	-1.1	i	0.14	-0.098	0.19	-0.086	0.7	14	5%	1	-1%	1.6%	748	1.2	-3.4%	-0.42	1126
Cc1ccc(-c2nn(-c3ccccc3)cc2CN(Cc2ccccc2)C(=O)c2ccco2)o1	x	i	-0.56	-0.74	1	-0.34	2.0	20	19%	-2	2%	-0.2%	873	1.0	-0.2%	-0.22	x
Cc1ccc(CNC(=O)/C(C#N)=C/c2ccc(C)s2)cc1	-0.6	i	0.58	2.2	-1.6	1.5	1.1	1.9	-4%	-2	3%	3.0%	1693	3.7	0.5%	-0.24	1323
